From PubChem BioAssay
Pf Dd2 growth: Plasmodium falciparum Dd2 growth inhibition | hit rate 4.3% among 120,000 | AID 1347417 | P. falciparum Dd2 growth, SYBR Green, 72 h | Potency, µM (series often up to 28.9 µM), inactives show at the highest dose activity, negative = inhibition, usual class: inhibitors; active = well fitted inhibition curve with a large enough effect; inconclusive = small, poorly fitted or top-dose-only effect; inactive = no such curve, though single readings can be large or run the other way;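 also: plate controls were DMSO vehicle for no effect and reference drug for full effect; nearly all actives have a fitted effect of over 65% in size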
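Infected erythrocytes (Dd2, 0.3% parasitemia, 2.5% hematocrit final) are added to compound in RPMI-1640/Albumax II medium, grown 72 h at 37C in low oxygen, then lysed with saponin/Triton-X containing SYBR Green and read by fluorescence.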
The depositor's hits bear a star; i = inactive; ? = inconclusive; ! = repeats disagree; [ ] = another dose, or the depositor's remark. Potency is read from the fitted curve at half-maximal effect. The list is partial. The share of hits here may be higher or lower than overall.

smiles	Pf Dd2 growth
CC1=C(C(=O)NCc2cccc(Cl)c2)C2(CCCCCC2)OC1=O	?
CC(C)c1csc(CN2CC[C@@H](c3ccc4c(c3)OCO4)[C@H](O)C2)n1	-14%
COCCOCC1(CNC(=O)c2ccc(OC)cc2)C[C@@H](O)[C@@H](O)C1 (some centres not stated)	19%[44.1 µM]
C#CCNC(=O)C[C@@H]1O[C@H](CNS(=O)(=O)c2ccc(C)cc2)[C@@H](O)[C@H]1O	18%[44.1 µM]
CCCC(=O)N1CCC2CC(=O)NCCC2C1 (configuration not stated)	12%[44.1 µM]
OCC1CN(c2ncccn2)CC12CCNCC2 (configuration not stated)	38%[activator]
CCOC(=O)c1cnc2cc(-c3ccc(Cl)cc3)nn2c1-c1ccccc1	i
CCc1nn2c(=O)cc(COC(=O)c3cccs3)nc2s1	4%
COc1ccc(-c2cc(C(=O)O)n(Cc3ccccc3)n2)cc1	?
O=C(CCn1ccn2nc3c(c2c1=O)CCCC3)Nc1ccc(F)cc1Br	?
O=C(c1ccco1)N1CCCN(c2cc(-c3ccc(Br)cc3)[nH]n2)CC1	?
Cc1ccccc1C(=O)N1CCCCC12Cc1ccccc1NC2=O (configuration not stated)	?
COc1ccccc1NC(=O)CSc1ncc(CO)n1Cc1ccc(F)cc1	-28%
CC(NC(=O)c1ccc(Nc2nc3ccccc3n3nnnc23)cc1)c1ccccc1 (configuration not stated)	?
COc1ccc(OC)c(Nc2cc(C(=O)NCc3ccccc3)c3ccccc3n2)c1	i
COc1ccccc1CCNC(=O)c1cccn1-c1nnc(N2CCCCC2)s1	?
COc1ccc(CNC(=O)[C@@H]2CCC[C@@H](NCc3c(C)noc3C)CN(C)C(=O)C2)cc1	i
CCc1ccc(-n2cnc3cc(C(=O)NCc4ccc(C)cc4)ccc32)cc1	?
Cc1ccc(CNc2nc3c(c(=O)n(C)c(=O)n3C)n2Cc2ccc(Cl)cc2)cc1	6%
Cc1ccc(CNC(=O)CCc2conc2-c2ccc(F)cc2)o1	i

Six successive compounds from above, quoted:
smiles	Pf Dd2 growth
CC(NC(=O)c1ccc(Nc2nc3ccccc3n3nnnc23)cc1)c1ccccc1 (configuration not stated)	?
COc1ccc(OC)c(Nc2cc(C(=O)NCc3ccccc3)c3ccccc3n2)c1	i
COc1ccccc1CCNC(=O)c1cccn1-c1nnc(N2CCCCC2)s1	?
COc1ccc(CNC(=O)[C@@H]2CCC[C@@H](NCc3c(C)noc3C)CN(C)C(=O)C2)cc1	i
CCc1ccc(-n2cnc3cc(C(=O)NCc4ccc(C)cc4)ccc32)cc1	?
Cc1ccc(CNc2nc3c(c(=O)n(C)c(=O)n3C)n2Cc2ccc(Cl)cc2)cc1	6%

Next part
smiles	Pf Dd2 growth
COc1ccc(Nc2nc(-c3ccccc3)c3cc(Br)ccc3n2)cc1	-18%
CN(Cc1cn(-c2ccccc2)nn1)Cc1noc(C2CCC2)n1	-20%
CN1C(=O)C(c2ccccc2)CC12CCN(CCC(=O)O)CC2 (configuration not stated)	10µM*
COCCc1noc([C@@H]2CC(F)(F)CN2C(=O)c2cnc(C)cn2)n1	32%
O=S(=O)(NC[C@H]1C[C@@H]2CCN1C[C@@H]2CN1CCN(c2ccccc2)CC1)c1ccccc1	i
COc1ccc2oc(=O)c(C(=O)NCCc3c(C)[nH]c4c(Cl)cccc34)cc2c1	?
CC(C)c1noc(-c2cn(C3CCN(C(=O)c4ccc(F)cc4)CC3)nn2)n1	i
CCCCNC(=O)Cn1c(=O)cc(C)c2c(C)nn(-c3cccc(Cl)c3C)c21	54%[activator]
COc1ccc(-c2noc(C(=O)O)c2[C@@H](C)NC(=O)C2CCCC2)cc1	-11%[44.1 µM]
Cc1noc(C)c1-c1cc(-c2cccc(CO)c2)cn2cncc12	?
CCN(CC)C(=O)CSc1nc2cc3c(cc2c(=O)n1Cc1ccc(C(=O)NCCc2ccc(OC)c(OC)c2)cc1)OCO3	?
COc1ccc(CCC(=O)N2CCN(c3nnc4ccc(Cl)cn34)CC2)cc1	?
Cc1ccc(-n2cccc2CC(=O)N2CCCC(C)C2)cc1 (configuration not stated)	i
O=C(NCc1cccc(-c2ccccc2)c1)C1CC(=O)N(C2CC2)C1 (configuration not stated)	-1%
CN(C)C[C@@H]1CN(c2ncccn2)C[C@H]1NC(=O)c1cccc(Cl)c1	-14%
CN1C(=O)C(c2ccccc2)CC12CCN(C(=O)CN1CCCC1)CC2 (configuration not stated)	6%
COc1ccc(-c2cc(OC(=O)c3ccccc3Cl)c3c(C)oc(C)c3c(=O)c2)cc1OC	?
CC(=O)N1CCOc2ccc(CCC(=O)N3CCN(C4CCCCC4)CC3)cc2C1	?
Cc1ccccc1CN1CCC(CNC(=O)c2cc3ccc4cccnc4c3[nH]2)CC1	10µM*
COC(=O)C1=CN(CC(=O)Nc2ccc(C)cc2Cl)S(=O)(=O)N=C1C	79%[activator]
O=C(CCn1cccn1)N[C@@H]1CN(Cc2ccccc2)C[C@H]1CO	13%
CC(C)CN1CCOC[C@H](Oc2ccc(C(F)(F)F)cc2)C1	i
Cc1ccc(CCNC(=O)Cn2nc3n(c2=O)CCC(N)CC3)cc1 (configuration not stated)	20%
COc1ccc(CCNC(=O)c2nc(SCc3ccc(F)cc3)ncc2Cl)cc1OC	?
CC(C)c1ccc(NC(=O)Cn2c(=O)n(CC3CCC(C(=O)NCCc4ccccc4)CC3)c(=O)c3ccccc32)cc1 (configuration not stated)	3.2µM*
Cc1ccccc1-c1cnc2[nH]cc(CC(=O)Nc3ccccn3)c2c1	-27%[44.1 µM]
CC(C)c1cnc2c(c1SCC(=O)Nc1ccc(OC(F)(F)F)cc1)c(=O)n(C)c(=O)n2C	?
CN(C)C(=O)c1ccc(-c2ccccc2S(=O)(=O)NC(C)(C)C)s1	i
CC(=O)c1ccc(NC(=O)N[C@H]2CO[C@H]3[C@@H]2OC[C@@H]3n2nnnc2-c2ccc(N(C)C)cc2)cc1	i
O=C(NCc1ccc2c(c1)OCO2)c1nc(-c2cc(Cl)cc(Cl)c2)c2ccccn12	-26%
Cc1ccc(OCC(=O)OCc2cc(=O)n3nc(-c4cccs4)sc3n2)cc1	-10%
O=C1Nc2ccc(-c3ccc4c(c3)OCO4)cc2C(=O)N2CCN(C(=O)C3CCCC3)C[C@@H]12	i
CC(C)CN=C1S[C@H]2[C@H]([C@@H](O)[C@H](O)C[C@@H]2C(N)=O)N1Cc1ccc(F)cc1	4%[44.1 µM]
CCOc1ccccc1CNC(=O)CCCn1ncn2c(cc3occc32)c1=O	-14%
CSc1ccc(CCNc2ncnc3onc(C)c23)cc1	8.9µM*
COc1cccc(CN2C[C@@H](CO)[C@H](NC(=O)C3CC3)C2)n1	?
COc1ccccc1-c1noc(-c2ccc(N3CCN(c4ccccc4)CC3)c([N+](=O)[O-])c2)n1	10µM*
Cc1cccc(N2CCN(C(=O)CN3C(=O)CSc4c3c(C)nn4-c3ccccc3)CC2)c1C	14%
O=C(C1CCCC1)N1CCC2(CC1)NCc1ccccc1NC2=O	14%
Cc1csc(NC(=O)c2cnc3c(c2)N(C(=O)CCc2ccccc2)CCC3)n1	?
CCN(CC)C(=O)[C@@H](C)C1CC[C@@]2(C)Cc3sc(N)nc3[C@@H](C)[C@@H]2[C@H]1O (some centres not stated)	?
COc1cc2c(cc1OCc1ccccc1)NC(=O)C21CCN(Cc2ccccc2)CC1	-4%[44.1 µM]
COc1ccc(NC(=O)c2ccc3c(c2)c(C)c(C)n3Cc2ccc(F)cc2)c(OC)c1	-25%
CCOC(=O)c1cc2c(=O)n3ccccc3nc2n(Cc2ccco2)c1=NC(=O)c1cccc(C)c1	?
Cc1cc(C)c(NC(=O)CN2C(=O)c3cccnc3Sc3ccccc32)c(C)c1	-27%
COc1ccc(C(=O)N2CCN3C(=O)N(Cc4ccccc4)C[C@H]3C2)cc1	0%[44.1 µM]
Cc1ccc2nc(-c3ccc(F)cc3)c(CN3CCCC(C(N)=O)C3)cc2c1 (configuration not stated)	?
CC(C)NC(=O)CC1=C2CCCCC2N(C)C1=O (configuration not stated)	6%
CCOC(=O)c1ccc(NC(=O)CCc2c(C)nc3c(c(C)nn3C(C)(C)C)c2C)cc1	i
CCc1ccc(NC(=O)CC2C(=O)N(c3ccc(OC)cc3)C(=O)N2Cc2ccc(OC)cc2)cc1 (configuration not stated)	?
N#Cc1ccc(C(=O)N2C[C@@H]3C[C@H](C2)c2ccc(-c4cc5ccccc5s4)c(=O)n2C3)cc1	14%
O=C1CC(c2ccccc2)N(C(=O)NC2CCCCC2)CCCCCN1 (configuration not stated)	-19%
COc1ccc(-c2nc3sc(CCNC(=O)C(=O)Nc4cc(F)ccc4F)c(C)n3n2)cc1	19%
Cc1nc(C)c(C(=O)N2CCC(N3C(=O)C4(CCCC4)C3c3ccccc3)CC2)s1 (configuration not stated)	?
COc1ccc(-n2nc(C3CCN(Cc4ccc(C)cc4)CC3)[nH]c2=O)cc1	13µM*!
C[C@@H]1CN(C[C@@H]2CN(C(=O)C3CCC3)C[C@@H]2CO)C[C@H](C)O1	-4%
CC(C)c1ccc2c(c1)NC(c1ccncc1)=NC(c1cccs1)=N2	1%
COc1ccccc1-c1[nH]nc2ncc(-c3cccc(CO)c3)nc12	7%[44.1 µM]
COCC(=O)N1C[C@@H](COc2cccnc2)[C@H](c2ccccn2)C1	66%[activator]
O=C(Cc1ccc(N(Cc2ccccc2)C(=O)c2ccco2)cc1)NCc1ccco1	?

Further structures follow.
smiles	Pf Dd2 growth
O=C(Cn1nc2c(cc1=O)CCCCC2)NCCc1ccccn1	-6%
CCC1c2nccn2CCCN1C(=O)COc1ccc(F)cc1 (configuration not stated)	?
CCC(=O)N1C[C@@H]2CCCN3CCC[C@@H]([C@H]23)[C@H]1CCCC(=O)NCC1CC1	-23%
O=C(N[C@H]1[C@H]2CCO[C@H]2[C@@H]1N1CCCCC1)c1ccccc1-c1nn[nH]n1	-7%
CN1CCC(Cc2ccc(C(=O)NCC3CCCCC3)cc2)CC1	-12%
Cc1ccc(-c2nn(-c3ccc(F)cc3F)c3c2cnc2c(F)cccc23)cc1	-29%
CC(=O)NCC(=O)N1Cc2ccccc2CC2(CCCN2CC2CCNCC2)C1 (configuration not stated)	3%
COc1cccc(Cn2c(Cc3c[nH]c4ccccc34)n[nH]c2=O)c1	-8%
O=C(c1cccs1)N1CCC(N[C@H](c2ccccc2)C2CC(O)C2)CC1 (some centres not stated)	-18%
O=C(COc1ccccc1Cl)N1CCN(CCc2ccncc2)CC1	-17%
COc1ccc(-c2cc3c(=O)n(CCNC(=O)c4cccc(OC)c4OC)ccn3n2)cc1	?
CN1C(=O)Cc2cc(S(=O)(=O)CCC(=O)Nc3cccc(C(F)(F)F)c3)ccc21	-1%
CC(=O)c1ccc(NS(=O)(=O)c2cccc(S(=O)(=O)c3ccc(Cl)cc3)c2)cc1	i
O=C(c1ccccn1)N1CCC(c2n[nH]c(=O)n2Cc2ccc(F)cc2)CC1	37%[activator]
COc1ccc(CCNC(=O)C2=C(C)C(=O)OC23CCCCC3)c(OC)c1OC	14%
CCNC(=O)c1n[nH]c2c1CN(C(=O)c1ccc(OC(F)(F)F)cc1)CC2	i
CSc1nc(=O)c2c(n1C)NC(=O)CC2c1ccccc1OC(C)C (configuration not stated)	56%[activator][0.594 µM]
Cc1oc2ncn(C)c(=O)c2c1C(=O)Nc1ccc(F)cc1	14%
CS(=O)(=O)N1CCC(OC2CCN(C(=O)NCc3ccc(F)cc3)CC2)CC1	i
Cc1nc2ccc(S(=O)(=O)N(CC(=O)Nc3ccc(F)cc3)Cc3ccccc3)cc2s1	?

4 of the compounds above, field by field.
CC(=O)c1ccc(NS(=O)(=O)c2cccc(S(=O)(=O)c3ccc(Cl)cc3)c2)cc1
- Pf Dd2 growth: i
O=C(c1ccccn1)N1CCC(c2n[nH]c(=O)n2Cc2ccc(F)cc2)CC1
- Pf Dd2 growth: 37%[activator]
COc1ccc(CCNC(=O)C2=C(C)C(=O)OC23CCCCC3)c(OC)c1OC
- Pf Dd2 growth: 14%
CCNC(=O)c1n[nH]c2c1CN(C(=O)c1ccc(OC(F)(F)F)cc1)CC2
- Pf Dd2 growth: i

Additional compounds.
smiles	Pf Dd2 growth
CC(C)n1cc2cc(C(=O)NC3CCCCCC3)sc2c1	i
O=C(c1ccccc1F)N1CCC2(CC1)CN[S+](=O)([O-])c1ccccc1N2	-3%
CCn1cc(CN2CCCC(CNC(=O)c3cc(OC)cc(OC)c3)C2)c(C)n1 (configuration not stated)	-15%
CC(C)(C)CC(=O)Nc1cnc(-c2ccc(Cl)cc2)nc1	?
CCOCC(=O)N1CCC2(CC1)CC(N(Cc1ccc(F)cc1)C1CC1)CCO2 (configuration not stated)	-33%
CCNC(=O)N1CCC(N2C(=O)C3(CCCC3)C2c2ccccc2)CC1 (configuration not stated)	11µM*
COc1ccc(NC(=O)N2CCC(Cc3noc(C4CC4)n3)C2)cc1 (configuration not stated)	i
c1coc(CN2CCc3c(sc4ncnc(N5CCOCC5)c34)C2)c1	8.9µM*
COc1ccc(N2CCN(C(=O)c3cc4cc5ccc(Cl)cc5nc4o3)CC2)cc1	-2%
